# TRPML3 agonist – human mucolipin-3 channel agonism; Q8TDD5; HEK293 TRPML3-YFP, Fluo-8 calcium fluorescence; 100% = the carbachol control signal; 220,000 tested, 0.29% active; activation, % at 3 µM;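 active = activation above its plate's cutoff, the mean activation of the plate's test wells plus 3 SD, cut at about 12% in these data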;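 also: 0% = DMSO only wells and 100% = carbachol wells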
#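 Test system: HEK293 cells stably carrying human TRPML3-YFP; Doses: single dose, 3 µM final nominal compound, 0.3% DMSO final; Schedule: dye loading 1 h 37 °C then 30 min ambient, 125 s read; Technique: Fluo-8 calcium fluorescence; Benchmarks: high control carbachol 87 µM, low control DMSO.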
# EBV gp42 block – inhibitors of Epstein-Barr virus glycoprotein 42. inhibition, % (tested at 21.74 µM). Fluorescence polarization binding assay, mP read-out. 220,000 tested, 0.42% active; in the data active = inhibition above about 50%
# thrombin 1536 – blocks human thrombin protease activity. alpha-thrombin, Boc-VPR-AMC fluorogenic substrate cleavage. inhibition, % at 5 µM. 220,000 tested, 0.26% active. AID 1046;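 active = inhibition at or above 40%; inactive = inhibition below 40%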;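 also: 0% = enzyme with no compound and 100% = wells without enzyme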
#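 Test system: human alpha-thrombin; medium: pH 7.5 Tris-saline with Tween 20; times: reaction at room temperature; signal: AMC fluorescence at 355 nm excitation and 460 nm emission; also added: Boc-VPR-AMC substrate, 15 µM final; dosing: one concentration per compound, 5 µM, with 0.2% DMSO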
# Furin inh – inhibitors of human furin; inhibition, % at 30 µM; 220,000 tested, 0.061% active; purified furin, fluorogenic substrate cleavage; in the data active = inhibition above about 25%; also: inactives centre near -15
# Tb hexokinase – blocks Trypanosoma brucei hexokinase 1 activity; recombinant TbHK1, G6PDH-coupled NADH A340; inhibition, % at 10 µM; 220,000 tested, 0.11% active; AID 1430;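 active = inhibition of 50% or more in the single-dose primary screen; inactive = inhibition below 50%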
# m-calpain inh – inhibitors of pig calpain II. 220,000 tested, 0.37% active. inhibition, % at 16 µM. purified calpain II, fluorogenic peptide substrate, 30 min. AID 1236;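 active = inhibition above about 50%, limit read from the data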
# PPC-1+TRAIL kill – PPC-1 cancer cell killing with TRAIL present. PPC-1 cells + TRAIL, ATPLite viability luminescence. cell killing (% activity), % at 4 µM. 220,000 tested, 0.41% active;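 active = cell killing above 50% in the first pass at 4 µM, then a duplicate retest at 5 µM averaging 50% or more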;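 also: plate controls were cells with TRAIL plus DMSO for no effect and medium-only wells lacking cells for full effect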
# Cl transport mod – KCC2 (human) Cl- transport modulation | Q9H2X9 | KCC2 cells, thallium flux FluoZin-2 fluorescence | B-score of Tl+ flux slope (higher = more flux/activation; lower = inhibition) at 10 µM | 190,000 tested, 2.2% active | AID 1456;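 active = thallium flux slope and its plate-corrected score both differing from the plate sample mean at a set confidence after two filtering rounds, in either direction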;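 also: slope of fluorescence scaled to starting intensity during 10 to 20 s after thallium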
# Target sequence (Q9H2X9 whole entry, looked up): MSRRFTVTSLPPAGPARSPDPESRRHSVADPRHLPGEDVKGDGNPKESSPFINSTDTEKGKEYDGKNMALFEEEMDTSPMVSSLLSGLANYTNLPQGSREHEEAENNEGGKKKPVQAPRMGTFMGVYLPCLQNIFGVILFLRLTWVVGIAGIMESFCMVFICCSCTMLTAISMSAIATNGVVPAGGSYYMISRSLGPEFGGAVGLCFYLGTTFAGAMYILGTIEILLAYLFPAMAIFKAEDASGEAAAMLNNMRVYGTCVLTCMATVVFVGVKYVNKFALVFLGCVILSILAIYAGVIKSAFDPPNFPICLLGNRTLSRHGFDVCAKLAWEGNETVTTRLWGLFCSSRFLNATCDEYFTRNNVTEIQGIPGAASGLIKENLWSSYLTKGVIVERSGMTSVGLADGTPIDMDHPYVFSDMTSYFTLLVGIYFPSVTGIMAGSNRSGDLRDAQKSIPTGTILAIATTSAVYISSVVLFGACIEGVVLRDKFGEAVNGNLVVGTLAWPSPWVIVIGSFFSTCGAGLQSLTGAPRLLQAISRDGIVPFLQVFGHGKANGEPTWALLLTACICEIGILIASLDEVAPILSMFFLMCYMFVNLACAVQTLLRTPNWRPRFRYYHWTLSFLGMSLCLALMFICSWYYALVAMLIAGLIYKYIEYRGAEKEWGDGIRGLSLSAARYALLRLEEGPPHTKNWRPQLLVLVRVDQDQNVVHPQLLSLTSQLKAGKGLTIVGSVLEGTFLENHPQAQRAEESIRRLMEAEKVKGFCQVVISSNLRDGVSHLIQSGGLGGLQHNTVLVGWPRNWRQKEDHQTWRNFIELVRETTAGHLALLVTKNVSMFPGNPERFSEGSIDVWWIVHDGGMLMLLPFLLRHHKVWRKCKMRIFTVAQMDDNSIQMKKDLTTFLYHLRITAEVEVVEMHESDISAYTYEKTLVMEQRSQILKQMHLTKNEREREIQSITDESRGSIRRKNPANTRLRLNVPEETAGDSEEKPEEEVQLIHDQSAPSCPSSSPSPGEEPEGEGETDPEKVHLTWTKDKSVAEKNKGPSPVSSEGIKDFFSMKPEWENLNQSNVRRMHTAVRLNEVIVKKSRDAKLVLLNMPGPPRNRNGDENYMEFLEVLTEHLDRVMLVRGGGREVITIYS
# zfTRPN1 agonist – activates the zebrafish TRPN1 channel; activation, % at 3 µM; 220,000 tested, 0.18% active; AID 1424; HEK293 zebrafish TRPN1-YFP, Fluo-8 calcium fluorescence; 100% = response to 87 µM carbachol;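 active = activation above its plate's cutoff, the mean activation of test wells on that plate plus 3 SD, cut at about 19% in these data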;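 also: 0% = DMSO alone and 100% = 87 µM carbachol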
#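 Material: zebrafish TRPN1-YFP in HEK293 cells; Doses: single test compound dose, 3 µM nominal, 0.3% DMSO; Timing: dye loading 1 h at 37 °C, then 30 min room temperature; Technique: intracellular calcium fluorescence with Fluo-8; Benchmarks: high carbachol 87 µM, low DMSO alone.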
# An asterisk follows results filed as active; i = inactive; . = not tested or not shown; [ ] = another dose, or the depositor's remark.
SMILES,TRPML3 agonist,EBV gp42 block,thrombin 1536,Furin inh,Tb hexokinase,m-calpain inh,PPC-1+TRAIL kill,Cl transport mod,zfTRPN1 agonist
COc1ccc(CNC(=O)CN(c2cccc(OC)c2)S(C)(=O)=O)cc1,-0.5,-13,-17,0,45,-21,23,0.02,-0.8
COc1ccc(C2CC(c3ccccc3)=NN2C(=O)COC(=O)CNC(=O)c2ccccc2)cc1 (centres undefined),0.8,-13,0,-19,3,-25,16,0.35,1.3
CCSc1nnc(NC(=O)COc2ccccc2)s1,0.0,1,2,-12[20 µM],5,22,13,-0.13,-1.2
Cc1ccc(S(=O)(=O)NN2C(=O)/C(=C/c3ccccn3)SC2=S)cc1,0.6,4,0,-22,-5,6,20,-0.22,-0.1
c1ccc2cc(CN3CCOCC3)ccc2c1,0.9,9,-3,-9[20 µM],-1,18,16,0.38,1.1
O=C(Cn1nnc(-c2cc(C(F)(F)F)cc(C(F)(F)F)c2)n1)NNC(=S)Nc1ccc(Cl)cc1,0.9,-3,-4,-14,7,38,25,1.6,0.8
NNC(=O)CS(=O)(=O)CS(=O)(=O)CC(=O)NN,0.7,-16,-1,-20,-3,-10,-2,2.6,1.6
CN(C)CCn1c(=O)n(Cc2ccco2)c(=O)c2c3c(sc21)CCCCC3,0.6,1,-1,-16[20 µM],0,-10,29,-0.022,0.2
CC(=O)Nc1ccc2nc(SCC(=O)O)sc2c1,0.8,1,-6,-19,10,-5,11,0.9,2.0
Cc1ccc(N=C2NC(=O)/C(=C/c3cccn3C)S2)cc1C,0.0,-146,-1,-20,-5,-10,10,-0.97,0.1
O=C(Cn1cc(C(F)(F)F)ccc1=O)Nc1cccc(S(=O)(=O)N2CCOCC2)c1,0.7,-18,9,-20,-10,-3,13,0.26,0.2
CCn1c(=O)c(-c2cc(=O)[nH][nH]2)c(O)c2ccccc21,0.4,-6,6,-14,-13,4,18,-1.1,-0.3
C=CCn1c(CC#N)nnc1N1CCOCC1,-0.3,-7,-13,-2[20 µM],-3,-5,2,0.048,-0.7
C/C(=N/NC(=O)c1ccncc1)c1cc2ccc(O)cc2oc1=O,3.1,-101,-13,-5,-11,-399,14,i,0.8
CN(C)CCCN(Cc1ccccc1)C(=S)Nc1ccc(F)c(Cl)c1,1.6,-9,0,-24,4,-8,4,.,1.3
Cc1nn(CC#N)c(=O)n1-c1ccc(F)cc1,0.4,-1,3,-22[20 µM],6,22,50,-0.55,0.2
Cc1ccc(S(=O)(=O)N(C)CC(=O)OCC(=O)N2CC(=O)Nc3ccccc32)cc1,-0.1,-9,0,-8,-3,12,37,-0.19,-0.3
O=C(NCc1ccccc1Cl)c1cnc2n(c1=O)CCS2,0.5,-5,-5,-7,-3,18,17,0.3,1.0
COc1ccc(S(=O)(=O)NCCSC(C)(C)C)cc1Cl,-0.2,5,-3,-21[20 µM],9,0,9,-0.36,-0.4
Cc1nc(NC(=O)c2ccc(F)cc2)sc1C(=O)Nc1ccc2c(c1)CCC2,-0.2,-20,5,-23[20 µM],-11,-260,28,.,0.6
O=C1NC(c2ccc(-c3ccccc3[N+](=O)[O-])o2)C(C(=O)c2ccccc2)C(O)(C(F)(F)F)N1 (centres undefined),0.0,-15,2,-18,-7,6,2,0.00084,-2.8
CCc1ccc(N2CC(C(=O)Nc3cccnc3)CC2=O)cc1 (centres undefined),0.4,-23,2,-10[20 µM],-7,-31,-8,-0.39,-1.2
COCCN(C(=O)C1CCC1)c1nnc(-c2cccnc2)s1,1.1,-18,7,-5[20 µM],-2,6,-19,-0.76,1.2
CCOC(=O)c1c(C)n(-c2ccc(C)cc2)c2ccc(O)c(CN(C)C)c12,0.0,3,4,-12,7,-27,30,0.28,0.1
Cc1cccc(N2CCN(C(=O)Cc3c(C(=O)O)[nH]c4ccc(Cl)cc34)CC2)c1C,0.2,-4,6,-18[20 µM],4,-76,15,0.015,-0.8

# 4 compounds drawn at random from the list so far:
SMILES,TRPML3 agonist,EBV gp42 block,thrombin 1536,Furin inh,Tb hexokinase,m-calpain inh,PPC-1+TRAIL kill,Cl transport mod,zfTRPN1 agonist
CCn1c(=O)c(-c2cc(=O)[nH][nH]2)c(O)c2ccccc21,0.4,-6,6,-14,-13,4,18,-1.1,-0.3
O=C(Cn1cc(C(F)(F)F)ccc1=O)Nc1cccc(S(=O)(=O)N2CCOCC2)c1,0.7,-18,9,-20,-10,-3,13,0.26,0.2
CN(C)CCn1c(=O)n(Cc2ccco2)c(=O)c2c3c(sc21)CCCCC3,0.6,1,-1,-16[20 µM],0,-10,29,-0.022,0.2
NNC(=O)CS(=O)(=O)CS(=O)(=O)CC(=O)NN,0.7,-16,-1,-20,-3,-10,-2,2.6,1.6

# (further entries)
SMILES,TRPML3 agonist,EBV gp42 block,thrombin 1536,Furin inh,Tb hexokinase,m-calpain inh,PPC-1+TRAIL kill,Cl transport mod,zfTRPN1 agonist
Cc1cc(OCC(=O)N(Cc2ccco2)C2CCS(=O)(=O)C2)ccc1Cl (centres undefined),0.8,-6,0,-17,-10,-7,6,-1.3,3.7
CCCn1nc(NS(C)(=O)=O)c2cc3cccc(C)c3nc21,0.9,-10,2,-4,21,-10,14,0.86,0.3
CCOC(=O)CC(NC(=O)C1c2ccccc2Oc2ccccc21)c1ccc(C)cc1 (centres undefined),0.3,0,-10,-17,-3,7,3,0.18,-1.8
O=C(CSc1nnc(-c2cccnc2)n1Cc1ccco1)N1CCc2ccccc21,-0.8,-9,2,-20,1,-40,22,-0.88,0.3
CC(C)C[C@H](NC(=O)[C@@H]1O[C@H]1C(=O)O)C(=O)NCCCCN=C(N)N,0.8,-10,-2,-16,4,99*,19,-0.11,-0.6
COCCCNC(=O)CC(NS(=O)(=O)c1ccc(Cl)cc1)c1ccc(OC)cc1 (centres undefined),0.6,-11,-4,-12[20 µM],-7,5,7,0.91,-0.7
O=C(NCC1CCCO1)c1ccc2nc(N3CCCCC3)sc2c1 (centres undefined),0.1,-4,-1,-27,-2,-8,23,-0.018,2.3
O=C(Nn1c(SCc2cccc([N+](=O)[O-])c2)nc2ccccc2c1=O)c1ccccc1,-0.3,-2,3,-28,3,-38,15,-1,-0.1
COc1ccc(CNC(=O)C2CCN(S(=O)(=O)c3cc(OC)ccc3OC)CC2)cc1,0.0,-11,5,-5[20 µM],-3,-6,2,0.083,1.2
O=C(CC(=O)c1ccccc1)Nc1ccc2c(c1)OCCO2,0.9,-2,-4,-27,3,8,20,-0.98,-0.8
COc1ccc(CCNC(=O)C(=O)Nc2ccc3c(c2)OCO3)cc1OC,0.1,-16,-15,-24,3,10,17,-0.021,0.1
Cc1ccccc1C(=O)NC(C(N)=O)P(=O)(OC(C)C)OC(C)C (centres undefined),0.1,3,-4,-17,-14,-26,11,-0.41,-0.2
COCCNC(=O)c1onc(CSc2ccccc2)c1C(=O)O,-0.3,-14,-5,-14[20 µM],-2,12,1,0.018,-0.5
C[n+]1cc[nH]c1SCC(=O)c1ccc(Cl)cc1,-1.1,-16,-1,-8,-8,15,2,-0.82,-1.9
COc1ccc2cc3cc(C(=O)Nc4ccc5c(c4)OCCO5)oc3nc2c1,0.6,-1,-5,-14,-22,-53,15,.,3.2
Cc1cccnc1NC(=O)Nc1ccc(F)cc1,0.5,-13,-20,-28,3,-2,14,0.24,0.9
Cc1ccc(-n2cnnn2)c(S(=O)(=O)N2CCOCC2)c1,1.1,-10,3,-11[20 µM],-1,-22,3,-2.2,0.8
O=C(CCC(=O)N/N=C/c1ccco1)N/N=C/c1ccco1,0.3,-9,-2,-16,-4,-13,6,.,-1.6
OC1CCN(Cc2cccc(Oc3ccccc3)c2)CC1,1.2,-17,6,-21,-1,13,-18,0.0065,0.2
CNc1ccc(OC(F)F)cc1C(=O)c1ccccc1,-1.0,-23,2,-19,-2,13,7,-0.12,-1.3
Cc1ccc(-c2csc3nc[nH]c(=S)c23)cc1,0.0,0,-3,-15,-7,6,25,50*,-2.3
CN1C(C(=O)NCc2ccco2)CC2Cn3c(nc4cc(Cl)c(Cl)cc43)C21 (centres undefined),.,-12,-2,-19,-9,-25,0,-1.7,.
CC(=O)N1CCN(c2ccc(NC(=O)c3ccc(Br)o3)cc2Cl)CC1,1.1,-14,1,-17,-1,40,6,0.52,2.7
COc1ccc(C(=O)NCC(=O)OCC(=O)N2CCc3ccccc32)cc1,-0.1,-7,2,-11,-1,1,2,-1.7,-1.4
Cc1ccc(C(=O)NCC(=O)O)cc1S(=O)(=O)N1CCCCC1,0.9,9,-2,-27,1,17,17,0.58,2.7
CC(C)CCn1cnc2c(sc3nc4c(cc32)CSC(C)(C)C4)c1=O,0.8,2,-6,-4,-4,-13,17,-0.018,0.2
Nc1nc(Cl)nc2c1ncn2[C@@H]1O[C@H](CO)[C@@H](O)[C@H]1O,0.8,-7,-5,-12,-1,8,46,-0.88,-0.1
CCOc1ccc(NS(=O)(=O)c2ccc3ncsc3c2)cc1,-0.2,-8,-2,-2,-3,16,-9,-0.46,0.5

# One compound at a time, as listed above:
# Cc1cc(OCC(=O)N(Cc2ccco2)C2CCS(=O)(=O)C2)ccc1Cl (centres undefined) as listed: TRPML3 agonist: 0.8; EBV gp42 block: -6; thrombin 1536: 0; Furin inh: -17; Tb hexokinase: -10; m-calpain inh: -7; PPC-1+TRAIL kill: 6; Cl transport mod: -1.3; zfTRPN1 agonist: 3.7
# OC1CCN(Cc2cccc(Oc3ccccc3)c2)CC1 as listed: TRPML3 agonist: 1.2; EBV gp42 block: -17; thrombin 1536: 6; Furin inh: -21; Tb hexokinase: -1; m-calpain inh: 13; PPC-1+TRAIL kill: -18; Cl transport mod: 0.0065; zfTRPN1 agonist: 0.2
# CCOc1ccc(NS(=O)(=O)c2ccc3ncsc3c2)cc1 as listed: TRPML3 agonist: -0.2; EBV gp42 block: -8; thrombin 1536: -2; Furin inh: -2; Tb hexokinase: -3; m-calpain inh: 16; PPC-1+TRAIL kill: -9; Cl transport mod: -0.46; zfTRPN1 agonist: 0.5

# Look-ups from the list.
# O=C(CCC(=O)N/N=C/c1ccco1)N/N=C/c1ccco1 – PPC-1+TRAIL kill = 6
# COc1ccc(C(=O)NCC(=O)OCC(=O)N2CCc3ccccc32)cc1 – PPC-1+TRAIL kill = 2
# COc1ccc(CCNC(=O)C(=O)Nc2ccc3c(c2)OCO3)cc1OC – Tb hexokinase = 3
# CCOC(=O)CC(NC(=O)C1c2ccccc2Oc2ccccc21)c1ccc(C)cc1 (centres undefined) – PPC-1+TRAIL kill = 3
# O=C(CC(=O)c1ccccc1)Nc1ccc2c(c1)OCCO2 – Furin inh = -27
# COCCNC(=O)c1onc(CSc2ccccc2)c1C(=O)O – TRPML3 agonist = -0.3

# High-throughput results (PubChem BioAssay)

# No enrichment for hits, and some 3.6% of all compounds hit somewhere here.
